# From PubChem BioAssay
# RBBP9 inh = human RBBP9 inhibitors, primary screen, biochemical, fluorescence polarization, FP-Rh probe, HTS | actives 0.2% (n = 220,000) | inhibition, % at 7.94 µM | AID 1515, 2009 | Serine hydrolase RBBP9 (Homo sapiens), O75884 | recombinant RBBP9;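 active = inhibition above the campaign mean of all tested compounds plus 3 SD, cut at about 14% in these data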;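 note: plate controls were DMSO wells with RBBP9 for no effect and wells lacking RBBP9 protein for full effect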
#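 Test system: recombinant human RBBP9. Quantity: 2.5 µM RBBP9 dispensing solution, before mixing. Detection: FP readout at 525/598 nm. Reagent: Serine-hydrolase probe FP-Rh, 375 nM pre-mixing. Measure: % inhibition. Control set: DMSO-treated enzyme wells and wells lacking RBBP9. Buffer or medium: Tris-NaCl-Pluronic buffer, pH 8.0. Times: preincubation 30 min plus labeling 45 min at 25 °C.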
# S1P4 antag = S1P4 receptor antagonists, primary screen, cell-based; AID 1510, 2009; S1P4-expressing cells, antagonist mode, reporter read-out; inhibition, % at 4.98 µM; actives 0.26% (n = 220,000); in the data active = inhibition above about 29%;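 note: 0% = wells stimulated with agonist and 100% = vehicle wells without agonist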
# Target sequence (O95977 whole entry, looked up): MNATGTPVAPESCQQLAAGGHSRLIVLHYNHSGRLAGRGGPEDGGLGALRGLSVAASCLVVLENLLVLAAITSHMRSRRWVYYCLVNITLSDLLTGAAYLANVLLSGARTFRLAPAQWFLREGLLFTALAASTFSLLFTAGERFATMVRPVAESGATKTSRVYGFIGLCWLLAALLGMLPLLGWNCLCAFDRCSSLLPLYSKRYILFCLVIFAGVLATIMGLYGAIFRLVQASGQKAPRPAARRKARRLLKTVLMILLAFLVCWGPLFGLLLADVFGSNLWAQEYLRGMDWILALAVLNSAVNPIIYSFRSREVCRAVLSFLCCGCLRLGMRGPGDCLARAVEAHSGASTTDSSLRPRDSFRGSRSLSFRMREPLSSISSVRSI
# Ba/F3 V617F tox = reduced viability of JAK2V617F-dependent Ba/F3 cells, primary screen, JAK2V617F inhibitor project, cell-based, Ba/F3 EpoR-JAK2V617F, luminescence; inhibition, % at 5.6 µM; actives 1.1% (n = 220,000); ATP luminescence; AID 1446, 2008;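 active = inhibition above the campaign mean plus 3 SD over all tested compounds, cut at about 24% in these data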;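 note: cytokine-independent growth of Ba/F3 cells driven by EpoR plus mutant JAK2; 0% = DMSO-treated cells and 100% = JAK inhibitor I control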
# BaF3 tox = parental Ba/F3 cell viability inhibition, counter-screen for JAK2V617F inhibitor project, murine pro-B, CellTiter-Glo luminescence; CellTiter-Glo ATP luminescence; inhibition, % at 5.6 µM; actives 1.1% (n = 220,000); AID 1486, 2009;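 active = inhibition above a per-campaign cutoff, the mean inhibition of all tested compounds plus 3 SD, cut at about 27% in these data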;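 note: 0% = DMSO wells and 100% = JAK Inhibitor I control wells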
# NPY1 pot ag = NPY-Y1 receptor potentiators or agonists, primary screen, cell-based; Neuropeptide Y receptor type 1 (Homo sapiens), P25929; NPY-Y1 expressing cells, potentiator/agonist activation; activation, % at 3.6 µM; actives 0.37% (n = 220,000); AID 1304, 2008; in the data active = activation above about 33%, passing the limit was not always enough;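 note: cells stimulated with NPY at EC10 then isoproterenol at EC100; 0% = low agonist plus stimulus and 100% = saturating agonist plus stimulus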
# NPY Y1 blocker = NPY-Y1 receptor antagonists, primary screen, cell-based | actives 1% (n = 200,000) | inhibition, % at 3.6 µM | HEK293-CNG Y1 cells, membrane potential fluorescence; NPY at EC95, then isoproterenol | Neuropeptide Y receptor type 1 (Homo sapiens), P25929;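 active = inhibition above the campaign mean inhibition of all tested compounds plus 3 SD, cut at about 20% in these data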;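 note: 0% = DMSO wells given NPY plus isoproterenol and 100% = isoproterenol alone without NPY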
#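 Test system: HEK293 cells co-expressing NPY Y1 receptor and cyclic-nucleotide gated channel; Also added: NPY (25 nM), isoproterenol (1 µM), Ro 20-1724 (25 µM); Compound dosing: one concentration, 3.6 µM, in 0.4% DMSO; Timing: dye 3 h, compound 60 min room temperature, stimulation 45 min; Technique: Membrane-potential fluorescent dye readout.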
# S1P4 ag = S1P4 receptor agonists, primary screen, cell-based; S1P4-expressing cell line, agonist reporter assay; activation, % at 4.98 µM; AID 1509, 2009; actives 0.35% (n = 220,000); in the data active = activation above about 11%;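 note: 0% = DMSO vehicle and 100% = reference agonist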
# Runt-CBFb FRET = inhibitors of RUNX1 Runt–CBFb binding, primary screen, biochemical, FRET, Cerulean-Runt, Venus-CBFb, uHTS; inhibition, % at 20 µM; AID 1496, 2009; Cerulean-Runt/Venus-CBFb FRET ratio 530/480, 1 h; actives 0.46% (n = 220,000);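 active = inhibition over about 50% at 20 µM in the single-dose screen, limit read from the data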;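 note: 0% = DMSO wells and 100% = excess unlabeled CBFb competitor control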
#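 Measured by: fluorescence energy transfer, 422 nm excitation, 530/480 nm emission; Assay system: Cerulean-Runt domain; Medium: Tris pH 7.5 buffer with BSA; Measure: loss of energy transfer signal; Controls: 5 µM unlabeled CBFb as full-inhibition high control; Incubation: protein complex preformed 1 h, compound exposure 1 h, room temperature, dark.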
# NPY2 pot ag = NPY-Y2 potentiators or agonists, primary screen, cell-based | Neuropeptide Y receptor type 2 (Homo sapiens), P49146 | cells expressing NPY-Y2, potentiator/agonist read-out | activation, % at 3.6 µM | actives 0.45% (n = 220,000) | AID 1359, 2008; in the data active = activation above about 27%;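 note: cells stimulated with NPY near EC25 plus isoproterenol at EC100; 0% = vehicle plus submaximal agonist and 100% = vehicle plus saturating agonist; some results beyond the cut were filed as inactive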
# Target sequence (P49146 whole entry, looked up): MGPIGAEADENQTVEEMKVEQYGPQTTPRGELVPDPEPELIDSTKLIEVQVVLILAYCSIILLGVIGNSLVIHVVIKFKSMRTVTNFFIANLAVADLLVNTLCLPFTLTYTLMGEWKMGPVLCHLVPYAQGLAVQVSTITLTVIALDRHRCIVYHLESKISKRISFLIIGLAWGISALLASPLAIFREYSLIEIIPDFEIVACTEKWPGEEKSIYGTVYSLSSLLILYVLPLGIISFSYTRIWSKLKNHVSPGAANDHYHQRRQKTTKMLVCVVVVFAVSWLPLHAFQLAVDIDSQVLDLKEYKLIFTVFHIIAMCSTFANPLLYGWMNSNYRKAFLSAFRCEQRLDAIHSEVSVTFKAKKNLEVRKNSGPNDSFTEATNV
# An asterisk follows results filed as active; nt = no result given.
No.	SMILES	RBBP9 inh	S1P4 antag	Ba/F3 V617F tox	BaF3 tox	NPY1 pot ag
1	COCCOc1ccc(C(F)(F)F)cc1NC(=O)c1ccc(F)cc1	7	-2	-3	5	-21
2	O=C(N/N=C/c1cccc(Br)c1)c1ccc(Cn2cc(Br)cn2)o1	-10	-5	6	13	-5
3	COc1ccc(Cl)cc1C(=O)O/N=C(\N)c1ccc(Cl)cc1	-6	-4	-3	3	-6
4	O=C(COc1ccc(Br)cc1)c1ccc2c(c1)CCCC2	-6	-11	-4	3	-43
5	Cc1occc1C(=O)N1CCN(Cc2ccccc2)CC1	1	-1	3	8	3
6	CC1=NNC(=O)C1CCC(=O)N/N=C/c1ccccc1 (configuration not stated)	-2	1	-4	1	7
7	Cc1cccc(OCC(=O)NCC(=O)N/N=C/c2cccs2)c1	-4	-9	-1	5	13
8	O=C(CNC(=S)NC(=O)c1ccc(Br)o1)c1ccccc1	-8	-10	-4	4	-15
9	Nc1nc(CN2CCN(c3ccccc3F)CC2)nc(Nc2ccc3c(c2)OCCO3)n1	-5	-18	7	1	-5
10	CCCCC(=O)NC(=O)NC(c1ccccc1)c1ccccc1	-9	4	-1	-3	-13

No.	NPY Y1 blocker	S1P4 ag	Runt-CBFb FRET	NPY2 pot ag
1	1	-1.2	2	2
2	7	0.1	-2	2
3	7	2.5	0	-11
4	19	-0.7	-2	-20
5	-1	1.8	0	-11
6	nt	0.6	1	-13
7	-1	0.1	1	5
8	3	1.4	3	-19
9	7	-0.9	-1	-10
10	nt	-0.7	-2	-12

No.	SMILES	RBBP9 inh	S1P4 antag	Ba/F3 V617F tox	BaF3 tox	NPY1 pot ag
11	O=C(NCCCN1CCOCC1)c1cc2c(s1)CSC2	-5	0	0	3	-12
12	O=C(NCCCN1CCCC1)c1cccc(N2CCCC2=O)c1	2	-10	2	-1	-8
13	O=C1SCC(c2ccc(Cl)cc2Cl)=NN1Cc1nnc(-c2ccccc2)o1	-5	-6	-4	-1	-23
14	CN1CCN(C(=O)c2cc(Oc3c(F)c(F)c(F)c(F)c3F)cc(C(=O)N3CCN(C)CC3)c2)CC1	-12	-1	4	2	-20
15	Cc1cccc(OCC(O)Cn2c(NCCCOC(C)C)nc3c2c(=O)[nH]c(=O)n3C)c1 (configuration not stated)	-3	15	-3	-3	7
16	Cc1ccc(S(N)(=O)=O)c(C)c1N1CCCC1=O	-3	-15	-1	9	-6
17	Cc1c(NC(=S)NNC(=O)CCC(=O)O)c(=O)n(-c2ccccc2)n1C	0	-3	-1	-6	12
18	CN1CCN(CCC(=O)N/N=C/C=C2\N(C)c3ccccc3C2(C)C)CC1	-9	-6	4	3	-3
19	CN(c1ccc(C(=O)Nc2ccccn2)cc1)S(=O)(=O)c1ccccc1	3	-13	-1	3	-5
20	CCCn1c(N)c(C(=O)CSc2nnc(C)n2Cc2ccccc2)c(=O)n(C)c1=O	3	2	-2	2	-1

No.	NPY Y1 blocker	S1P4 ag	Runt-CBFb FRET	NPY2 pot ag
11	4	-4.0	1	2
12	6	1.1	-2	6
13	4	-0.6	-2	-11
14	8	2.2	-3	-1
15	-6	1.0	0	14
16	2	1.4	0	-1
17	nt	0.8	1	-9
18	-1	0.1	2	0
19	-1	-0.1	0	12
20	1	-0.4	3	12

No.	SMILES	RBBP9 inh	S1P4 antag	Ba/F3 V617F tox	BaF3 tox	NPY1 pot ag
21	O=C(Nc1ccccc1)OC1C2CCC1C(N1CCCCC1)CC2 (configuration not stated)	-10	-7	0	4	-14
22	CCCC(=O)N1CCc2cc(OC)c(OC)cc2C1c1cc2cc3c(cc2[nH]c1=O)OCO3 (configuration not stated)	0	-17	1	2	-47
23	COc1cccc(NC(=O)N(CCN(C)C)C(C)c2cccnc2)c1 (configuration not stated)	-8	11	-6	-3	-10
24	COc1ccc(/C=C2\S/C(=N/S(=O)(=O)c3cccs3)NC2=O)cc1	-7	0	-2	2	-3
25	CC1(C)NC(=O)N(CC(O)COc2ccc(-c3ccccc3)cc2)C1=O (configuration not stated)	4	-8	6	11	4
26	CC12CCC(=O)N1c1ccccc1C(=O)N2c1ccccc1 (configuration not stated)	0	-14	-2	5	20
27	CCCC(=O)OCCNc1cc(Sc2nccn2C)c2nonc2c1[N+](=O)[O-]	-2	-16	-1	3	-20

No.	NPY Y1 blocker	S1P4 ag	Runt-CBFb FRET	NPY2 pot ag
21	6	-0.7	0	-12
22	3	2.0	nt	-1
23	nt	0.6	2	5
24	2	0.3	-4	-17
25	-5	0.5	-2	1
26	-2	1.4	1	-2
27	-1	0.5	40	-3

# Structural class: those above with a halogen
No.	SMILES	RBBP9 inh	S1P4 antag	Ba/F3 V617F tox	BaF3 tox	NPY1 pot ag
1	COCCOc1ccc(C(F)(F)F)cc1NC(=O)c1ccc(F)cc1	7	-2	-3	5	-21
2	O=C(N/N=C/c1cccc(Br)c1)c1ccc(Cn2cc(Br)cn2)o1	-10	-5	6	13	-5
3	COc1ccc(Cl)cc1C(=O)O/N=C(\N)c1ccc(Cl)cc1	-6	-4	-3	3	-6
4	O=C(COc1ccc(Br)cc1)c1ccc2c(c1)CCCC2	-6	-11	-4	3	-43
8	O=C(CNC(=S)NC(=O)c1ccc(Br)o1)c1ccccc1	-8	-10	-4	4	-15
9	Nc1nc(CN2CCN(c3ccccc3F)CC2)nc(Nc2ccc3c(c2)OCCO3)n1	-5	-18	7	1	-5
13	O=C1SCC(c2ccc(Cl)cc2Cl)=NN1Cc1nnc(-c2ccccc2)o1	-5	-6	-4	-1	-23
14	CN1CCN(C(=O)c2cc(Oc3c(F)c(F)c(F)c(F)c3F)cc(C(=O)N3CCN(C)CC3)c2)CC1	-12	-1	4	2	-20

No.	NPY Y1 blocker	S1P4 ag	Runt-CBFb FRET	NPY2 pot ag
1	1	-1.2	2	2
2	7	0.1	-2	2
3	7	2.5	0	-11
4	19	-0.7	-2	-20
8	3	1.4	3	-19
9	7	-0.9	-1	-10
13	4	-0.6	-2	-11
14	8	2.2	-3	-1
